Screening results (PubChem)
UBC13 inh – UBC13 polyubiquitin chain formation inhibitors, primary screen, biochemical, TR-FRET, uHTS; Ubiquitin-conjugating enzyme E2 N (Homo sapiens), P61088; inhibition, % at 20 µM; hit rate 0.47% among 330,000; in the data active means inhibition above about 45%, passing the limit was not always enough
Target sequence (P61088 whole entry, looked up): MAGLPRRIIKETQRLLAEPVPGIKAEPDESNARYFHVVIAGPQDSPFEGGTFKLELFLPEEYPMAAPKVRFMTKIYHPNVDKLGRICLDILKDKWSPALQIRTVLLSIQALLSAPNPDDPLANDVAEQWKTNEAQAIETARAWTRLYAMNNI
Gli-Sufu antag – Gli-Sufu pathway antagonists, primary screen, luciferase luminescence, Sufu-KO-LIGHT cells, uHTS | inhibition, % at 5 µM | hit rate 0.74% among 340,000 | Sufu-KO-LIGHT fibroblasts, Gli luciferase reporter luminescence | AID 588413, 2011;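 active means inhibition above about 55%, limit read from the data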;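 further: 0% = DMSO-treated cells and 100% = wells with medium but no cells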
CCR6 antag – CCR6 receptor antagonists, primary screen, cell-based, CHO-K1, luminescence, beta-arrestin, uHTS. hit rate 0.49% among 340,000. AID 493098, 2011. inhibition, % at 20 µM. CHO-K1 CCR6 PathHunter beta-arrestin, CCL20-stimulated;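 active means compounds whose inhibition of the agonist-driven luminescence signal at 20 µM reaches about 50%, limit read from the data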;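 further: cells stimulated with CCL20 at 14 nM final; plate controls were DMSO with CCL20 for no effect and DMSO without agonist for full effect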
SENP8 inh – SENP8 protease inhibitors, primary screen, biochemical, luminescence; Sentrin-specific protease 8 (Homo sapiens), Q96LD8; hit rate 1.2% among 330,000; purified SENP8, Z-RLRGG-aminoluciferin cleavage; AID 2540, 2010; inhibition, % at 10 µM
Target sequence (Q96LD8 whole entry, looked up): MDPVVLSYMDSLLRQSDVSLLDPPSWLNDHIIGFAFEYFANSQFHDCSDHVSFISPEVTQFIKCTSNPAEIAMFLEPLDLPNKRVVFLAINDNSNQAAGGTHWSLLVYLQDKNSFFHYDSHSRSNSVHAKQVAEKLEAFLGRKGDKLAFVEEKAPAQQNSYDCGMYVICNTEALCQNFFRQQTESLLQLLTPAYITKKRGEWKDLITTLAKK
EBI2 antag – EBI2 receptor antagonists, beta-arrestin recruitment, primary screen, cell-based, luminescence, 7a,25-OHC stimulation, uHTS; G-protein coupled receptor 183 (Homo sapiens), P32249; 7a,25-OHC stimulated; inhibition, % at 5 µM; hit rate 0.81% among 360,000; AID 651636, 2012; in the data active means inhibition above about 38%;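 further: enzyme fragment complementation signal reports receptor beta-arrestin coupling in cells; 0% = agonist plus DMSO wells and 100% = wells without agonist; some results beyond the cut were filed as inactive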
Target sequence (P32249 whole entry, looked up, the tested form may be a part): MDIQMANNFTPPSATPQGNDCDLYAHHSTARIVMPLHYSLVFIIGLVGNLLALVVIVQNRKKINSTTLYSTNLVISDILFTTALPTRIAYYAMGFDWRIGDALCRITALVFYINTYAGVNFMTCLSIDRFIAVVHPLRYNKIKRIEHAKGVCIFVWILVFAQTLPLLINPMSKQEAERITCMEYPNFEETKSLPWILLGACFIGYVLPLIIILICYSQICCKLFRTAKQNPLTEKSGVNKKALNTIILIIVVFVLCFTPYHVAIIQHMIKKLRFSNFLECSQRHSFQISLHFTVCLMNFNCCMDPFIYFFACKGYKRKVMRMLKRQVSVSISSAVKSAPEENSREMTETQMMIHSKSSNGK
Jurkat NFkB inh – inhibitors of induced NF-kB luciferase reporter, primary screen, TCR NF-kB activation inhibitor project, cell-based, luminescence, uHTS. AID 435003, 2010. Jurkat, PMA/ionomycin-induced NF-kB luciferase reporter. inhibition, % at 4 µM. hit rate 0.53% among 330,000
Apaf-1 inh – inhibitors of human Apaf-1 apoptosome, primary screen, biochemical, DEVD-Rh110 fluorescence, uHTS; Apoptotic protease-activating factor 1 (Homo sapiens), O14727; reconstituted apoptosome caspase-3 activity; inhibition, % at 20 µM; hit rate 0.71% among 330,000; active means inhibition of at least 40% at 20 µM;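 further: plate controls were DMSO wells for no effect and DEVD-CHO caspase inhibitor wells for full effect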
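System – cell-free apoptosome with Apaf-1, procaspase-3 and caspase-9 · Buffer or medium – pH 7.5 Hepes buffer with CHAPS, BSA, DTT · Also added – cytochrome c with DEVD-Rh110 · Times – 30 min compound preincubation, 50 min activation, room temperature · Technique – Rh110 fluorescence intensity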
697 NFkB inh – inhibitors of PMA/ionomycin-induced NF-kB reporter, 697 cells, primary screen, B-cell NF-kB inhibitor project, cell-based, luminescence, uHTS. 697 B-cell NF-kB luciferase reporter, 16 h. inhibition, % at 4 µM. hit rate 0.33% among 330,000; in the data active means inhibition above about 35%
The depositor's hits bear a star; / = not tested or not shown. Unless noted, no stated cut-off is given here; in the data, active means inhibition above about 50%; inactive means the rest. This is a subset; the hit share may differ from the screen's.

1: CC1CN(CCCCN2C(=O)c3ccccc3C2=O)CC(C)O1 (centres undefined)
2: C/C(=N/NC(=O)c1sc(NS(=O)(=O)c2ccccc2)nc1C)c1ccc(F)cc1
3: CCOC(=O)N1CCC(c2cc(=O)n(-c3ccccc3)[nH]2)CC1
4: CC(=O)NN1C(=O)c2ccccc2NC1c1ccccn1 (centres undefined)
5: N#CCc1nnc2n1-c1ccccc1CCC2
6: Cc1c(Cl)cccc1NC(=O)CCCN1C(=O)CCC1=O
7: Cc1cc(NC(=O)CSCC(=O)N(c2cccc(Cl)c2)C(C(=O)NC2CCCCC2)c2ccc(O)c(O)c2)no1 (centres undefined)
8: CC(C)NC(=O)NC(=O)COC(=O)c1ccc(NC(=O)CC#N)cc1

compound no.,1,2,3,4,5,6,7,8
Apaf-1 inh,-13,1,87*,-9,-13,-8,8,13
697 NFkB inh,21,8,19,-72,6,16,-4,24
CCR6 antag,7,5,10,-1,-18,-13,-13,7
EBI2 antag,4,5,0,-3,-15,0,-2,-2
Gli-Sufu antag,13,4,1,-1,4,5,3,4
UBC13 inh,0,2,-25,-2,-10,2,8,2
SENP8 inh,-3,2,1,-10,-9,-8,9,7
Jurkat NFkB inh,-17,11,0,24,-4,2,3,3

9: Cc1cc(=O)[nH]c2ccc(S(=O)(=O)NCc3ccccc3)cc12
10: CC#CC(=O)N1CCC(n2nccc2NC(=O)c2ccc3c(c2)OCO3)CC1
11: O=C1C(c2cc(=O)c3ccccc3[nH]2)=C(O)c2ccccc21
12: NC(=O)CNc1n[nH]c(=S)[nH]c1=O
13: CCc1ccc2c(c1)[C@]1(C(=O)N2)[C@@H]2C(=O)N(Cc3ccccc3)C(=O)[C@@H]2[C@@H]2CCCN21
14: Nn1c(SCC(=O)Nc2ccc(N3CCOCC3)cc2)nnc1-c1cccc(F)c1
15: CC(C)COP(=O)(OCC(C)C)C(O)c1ccc(F)cc1 (centres undefined)
16: CCCn1c(O)c2ccc(C(=O)N=NC(=O)c3cccnc3)cc2c1O

compound no.,9,10,11,12,13,14,15,16
Apaf-1 inh,13,9,-2,-11,8,3,3,12
697 NFkB inh,-17,9,-115,-3,-18,-29,13,24
CCR6 antag,-2,6,19,18,12,5,16,-9
EBI2 antag,-2,2,-4,-10,9,-5,-4,-3
Gli-Sufu antag,11,14,-98,1,3,/,5,-5
UBC13 inh,-8,-3,-24,-9,-1,-4,7,-2
SENP8 inh,3,-6,97*,-1,0,-2,-5,-5
Jurkat NFkB inh,0,74*,-53,-2,-8,-21,-1,0

17: COC(=O)C1=C(C(=O)OC)[C@@H]2N(Cc3ccccc3)c3ccccc3[C@@]23C[C@@H](C(=O)OC)N(C(C)=O)C3=N1
18: CCC(=O)N1CCN(c2nc3ccc(Br)cc3s2)CC1
19: O=C(Nc1ccc(Nc2ccccc2)cc1)N1CCOCC1
20: COc1ccc(Cc2nnc(NC(=O)Cn3cnc4c3c(=O)n(C)c(=O)n4C)s2)cc1
21: O=C(Nc1cccc(Cl)c1)Nc1nnc(CSCCOc2ccc(Cl)cc2)s1
22: CCOC(=O)C1CCCN(C(=O)c2ccc([N+](=O)[O-])c(C)c2)C1 (centres undefined)
23: CC1CCCCC1NC(=O)COC(=O)c1ccc(S(=O)(=O)NCc2ccco2)cc1 (centres undefined)
24: CCN(Cc1cn2cccnc2n1)C1CCCCC1

compound no.,17,18,19,20,21,22,23,24
Apaf-1 inh,17,-7,5,-8,-2,1,0,9
697 NFkB inh,0,-158,-8,0,-31,8,-32,-4
CCR6 antag,7,8,-6,-3,-13,16,-6,-6
EBI2 antag,4,5,1,0,-4,3,0,-1
Gli-Sufu antag,-27,-33,-24,-4,22,-7,7,-1
UBC13 inh,-11,-3,3,8,-6,10,-11,8
SENP8 inh,-13,-2,-2,6,3,1,-2,1
Jurkat NFkB inh,-15,-69,-18,18,12,16,-1,1

25: C=CCn1c(CNc2ccccc2)nnc1SCC(=O)N/N=C/c1ccc(O)cc1O
26: C=CC[C@H](CC(=O)N(CCO)Cc1ccccc1)C(=O)NCCOC(=O)[C@H](CC=C)CC(=O)OC(C)(C)C
27: CCc1nc(C(N)=O)c2[nH]c(=O)n(-c3ccccc3F)c2n1
28: CN(C(=O)c1cccc(S(=O)(=O)NCc2ccccc2)c1)C1CCCCC1
29: COc1ccccc1NC(=O)CC1C(=O)NCCN1C(=O)Nc1ccc(Cl)c(Cl)c1 (centres undefined)
30: Nc1nnnn1/N=C/C(Br)=C/c1ccccc1
31: COc1ccc(S(=O)(=O)NCc2ccncc2)cc1NC(=O)c1ccccc1F
32: O=C(NCc1ccco1)Oc1ccccc1

compound no.,25,26,27,28,29,30,31,32
Apaf-1 inh,5,17,-18,-1,22,4,15,-18
697 NFkB inh,10,-11,-15,7,0,-61,-29,19
CCR6 antag,0,3,-2,11,1,23,2,-1
EBI2 antag,9,-6,-12,1,-4,38,-2,-14
Gli-Sufu antag,3,21,5,9,16,-4,5,-13
UBC13 inh,-15,-8,7,5,0,-1,-2,0
SENP8 inh,7,-18,-4,6,-9,-2,-7,-5
Jurkat NFkB inh,6,-5,18,4,7,57*,2,11

33: CCOC(=O)N1CCN(C(=S)NC(=O)C2CCCC2)CC1
34: O=C(COc1ccc(F)cc1Br)N1CCN(c2ncccn2)CC1
35: CC(c1ccccc1)C1OCC(C[N+]2(C)CCCCC2)O1 (centres undefined)
36: Cc1ccc(NC(=O)c2ccccc2SCC(=O)N2CCCC2)cc1S(=O)(=O)N(C)C
37: Cc1ccc(/C=C2\Oc3cc(OC(=O)N4CCOCC4)ccc3C2=O)cc1
38: CCOC(=O)c1[nH]cnc1C(=O)Nc1ccccn1
39: CCSC1=C(C#N)C2(CCCC2)C(C#N)=C(N)N1
40: Cc1cccc(NC(=S)NC2CC3CCCC(C2)N3Cc2cccs2)c1 (centres undefined)

compound no.,33,34,35,36,37,38,39,40
Apaf-1 inh,-1,2,-7,8,-8,-20,8,2
697 NFkB inh,15,18,11,3,-6,33,-2,1
CCR6 antag,9,16,-5,2,7,-19,-11,13
EBI2 antag,-6,15,-1,1,-1,4,8,4
Gli-Sufu antag,-2,10,-1,6,0,-39,-3,0
UBC13 inh,7,4,6,26,11,6,18,14
SENP8 inh,-3,-4,5,0,-5,0,1,2
Jurkat NFkB inh,8,3,2,1,7,-6,17,-6

41: CN(C)Cc1cccc([N+](=O)[O-])c1O
42: O=C(Cc1ccccc1[N+](=O)[O-])OCC(=O)c1c[nH]c2ccccc12
43: O=S1(=O)N=C2CCCCCN2C(c2ccc(Cl)cc2)N1 (centres undefined)
44: CCCCN(C(=O)C1CCN(C(=O)c2ccccc2C)CC1)c1c(N)n(CCCC)c(=O)[nH]c1=O
45: CS(=O)(=O)NCCSCc1c(Cl)cccc1Cl
46: Nc1cccc2c1C(=O)N(c1ccccc1)C2=O
47: Cc1ccc(C)c(OCC(=O)Nc2nonc2NC(=O)COc2cc(C)ccc2C)c1
48: O=C(NC1CC2CCCC(C1)N2Cc1ccccc1)c1cccc(F)c1 (centres undefined)

compound no.,41,42,43,44,45,46,47,48
Apaf-1 inh,-16,16,-10,-8,-8,-6,28,-6
697 NFkB inh,18,-3,6,14,20,-1,-8,-13
CCR6 antag,5,14,-8,7,2,-9,4,17
EBI2 antag,-7,-1,3,-10,-8,-10,23,-6
Gli-Sufu antag,0,-59,0,-13,-3,-14,1,19
UBC13 inh,7,1,8,4,3,14,-12,4
SENP8 inh,2,8,4,4,-9,1,-8,13
Jurkat NFkB inh,7,-34,6,-9,4,0,-6,13

Shown as a hit in Jurkat NFkB inh (from the list above):
# | Molecule | 697 NFkB inh | CCR6 antag | EBI2 antag | UBC13 inh | Jurkat NFkB inh
10 | CC#CC(=O)N1CCC(n2nccc2NC(=O)c2ccc3c(c2)OCO3)CC1 | 9 | 6 | 2 | -3 | 74*
30 | Nc1nnnn1/N=C/C(Br)=C/c1ccccc1 | -61 | 23 | 38 | -1 | 57*

Back to the main list; the 3 compounds before the break are reprinted first.
46: Nc1cccc2c1C(=O)N(c1ccccc1)C2=O
47: Cc1ccc(C)c(OCC(=O)Nc2nonc2NC(=O)COc2cc(C)ccc2C)c1
48: O=C(NC1CC2CCCC(C1)N2Cc1ccccc1)c1cccc(F)c1 (centres undefined)
49: CCSc1nnc(NC(=O)CSc2nccn2-c2cccc(C)c2)s1
50: CCCCNC(=O)c1ccc(C)c(NC(=O)C2=C(C)OCCS2)c1
51: O=C(COc1ccc2c(c1)OCO2)Nc1ccccc1C(F)(F)F
52: O=C(NC1CCCCCCC1)C1CCN(c2nc3ccccc3o2)CC1
53: CCCOc1cccc(C2/C(=C(/O)c3ccc(OC)cc3)C(=O)C(=O)N2CCN(C)C)c1 (centres undefined)
54: COc1cc(OC)c(C#N)c(S(=O)(=O)Cc2ccccc2)c1
55: Cc1cc(NC(=O)c2ccccc2)n(C(C)(C)C)n1
56: O=C(CN1C(=O)C2C3C=CC(C3)C2C1=O)OCC(=O)c1ccc([N+](=O)[O-])cc1 (centres undefined)

compound no.,46,47,48,49,50,51,52,53,54,55,56
Apaf-1 inh,-6,28,-6,9,7,4,5,7,6,-16,0
697 NFkB inh,-1,-8,-13,2,-10,-36,-51,-26,3,8,12
CCR6 antag,-9,4,17,3,17,4,-7,4,-18,4,1
EBI2 antag,-10,23,-6,3,3,2,9,-7,-1,-2,-17
Gli-Sufu antag,-14,1,19,8,-24,5,12,3,3,0,-19
UBC13 inh,14,-12,4,-3,0,-6,-7,-21,-9,1,-15
SENP8 inh,1,-8,13,-8,-4,-20,4,-8,-10,5,-10
Jurkat NFkB inh,0,-6,13,7,2,-44,15,-28,-3,-17,8

57: COc1ccc(C2C(C(=O)N3CCOCC3)=C(C)NC3=C2C(=O)CC(C)(C)C3)cc1O (centres undefined)
58: CCCC(=O)Nc1nc2ccc(S(=O)(=O)N3CCCCC3)cc2s1
59: COc1ccc(CN2C(=O)c3ccccc3C2=O)cc1
60: Cc1ccc(S(=O)(=O)N2CCN(C(=O)C(C)Cn3cncn3)CC2)cc1 (centres undefined)
61: O=[N+]([O-])c1cccc(S(=O)(=O)NCCCN2CCOCC2)c1
62: COc1ccc(OC)c(NC(=O)N[C@H](Cc2ccccc2)C(=O)NN)c1
63: C#CCNc1nc(CC)nc2c1nnn2Cc1ccccc1F
64: COC(=O)COc1cc2ccccc2cc1C(=O)Nc1ccccc1
65: C=CCNC(=O)c1cnc(-c2ccccc2)nc1-c1ccccc1

compound no.,57,58,59,60,61,62,63,64,65
Apaf-1 inh,-10,9,-8,0,-1,2,2,-14,2
697 NFkB inh,15,-49,18,11,-20,25,14,8,2
CCR6 antag,-21,-6,-3,1,-15,3,-6,-6,3
EBI2 antag,0,0,-11,-9,-11,0,3,0,-12
Gli-Sufu antag,2,-12,-8,-11,0,-1,-1,-13,2
UBC13 inh,8,10,11,5,-12,4,3,5,1
SENP8 inh,-11,-2,11,-5,-3,-3,0,-1,7
Jurkat NFkB inh,-1,52*,2,2,-13,1,-1,5,-13

As entered above.
COc1ccc(OC)c(NC(=O)N[C@H](Cc2ccccc2)C(=O)NN)c1 | EBI2 antag: 0
COc1ccc(CN2C(=O)c3ccccc3C2=O)cc1 | Apaf-1 inh: -8
COC(=O)COc1cc2ccccc2cc1C(=O)Nc1ccccc1 | SENP8 inh: -1
C#CCNc1nc(CC)nc2c1nnn2Cc1ccccc1F | Apaf-1 inh: 2
O=[N+]([O-])c1cccc(S(=O)(=O)NCCCN2CCOCC2)c1 | UBC13 inh: -12
